M. tuberculosis HTS: M. tuberculosis growth inhibition, HTS (AID 449762); M. tuberculosis H37Rv growth inhibition, 7H9 media; higher % means a stronger effect; inhibition, % at 25 µM, or IC50 in µM where a hit was titrated; 0.59% of 330,000 active; in the data active = a potency from the dose series; inconclusive = inhibition above about 70% without an active follow-up result;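 also: bacterial growth assessed after seven days of incubation; strong numbers were not always called active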
M. tuberculosis: growth inhibition of non-replicating M. tuberculosis (AID 488890); inhibition, % at 25 µM, or IC50 in µM where a hit was titrated; Mycobacterium tuberculosis non-replicating, growth inhibition; higher % means a stronger effect; 0.39% of 320,000 active; in the data active = a potency from the dose series; inconclusive = inhibition mostly from about 82% at the one dose, without a potency; inactive = the rest, 99 in 100 with inhibition below about 76%;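 also: plate controls were DMSO cells for no effect and high antibiotic wells for full effect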
VEEV TC-83 Vero: inhibitors of VEEV TC-83 cytopathic effect, confirmation, Vero cells (AID 588727). 0.13% of 350,000 active. inhibition, % at 20 µM, or IC50 in µM where a hit was titrated. Vero cells, VEEV TC-83 cytopathic effect inhibition; higher % means a stronger effect; in the data active = a potency from the dose series; inconclusive = inhibition mostly from about 14% at the one dose, without a potency; inactive = the rest, 99 in 100 with inhibition below about 12%; also: strong numbers were not always called active
PhoP GFP inhibition: PhoP regulon inhibitors, Salmonella typhi PhoP promoter GFP reporter, confirmatory (AID 1850) | Salmonella Typhi PhoP-promoter GFP reporter, fluorescence, 4 h; higher % means a stronger effect | inhibition, % at 50 µM; hits with a dose series show IC50 in µM | 0.33% of 310,000 active; in the data active = a potency from the dose series; inconclusive = inhibition mostly from about 25% at the one dose, without a potency; inactive = the rest, 99 in 100 with inhibition below about 19%;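 also: 0% = induced wells with vehicle and 100% = uninduced wells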
influenza NS1A: NS1A inhibition, H1N1 influenza, cell based functional assay (AID 504329). inhibition, % at 12.5 µM; hits with a dose series show IC50 in µM. 0.3% of 340,000 active. NS1A functional cell-based assay, percent inhibition; higher % means a stronger effect; in the data active = a potency from the dose series; inconclusive = inhibition above about 27% without an active follow-up result; also: strong numbers were not always called active
VEEV TC-83 Vero 10K pilot screen: second read-out of VEEV TC-83 Vero, no call of its own (marks repeat the call); inhibition, %; measured here: 10K pilot screen inhibition
An asterisk follows results filed as active; i = inactive; ? = inconclusive; . = no result given.

SMILES | M. tuberculosis HTS | M. tuberculosis | VEEV TC-83 Vero | PhoP GFP inhibition | influenza NS1A | others
CC(=O)Oc1ccc2oc(=O)c3c(c2c1)CCCN3C(=O)CN1CCOCC1 | 0% | -12% | 0.5% | 3% | -13%
Cc1ccc(CSc2nnc(-c3ccco3)n2N)cc1 | 1% | 69% | 1.6% | . | -28%
COc1cc(/C=C2\SC(=O)N(CC(=O)Nc3ccccc3F)C2=O)cc(Cl)c1O | -5% | 6% | i | -3% | -3%
CCN(CC(=O)Nc1ccccc1C(F)(F)F)C(=O)Cc1ccccc1 | -3% | 3% | 0.3% | 1% | 3%
C/C(=N\NC(=S)NCC(C)(C)C)c1cc(F)cc(F)c1O | 1.2µM* | ? | 0.9% | 2% | -13%
CN(Cc1ccccc1)C(=O)COc1ccc(N(C)S(=O)(=O)c2ccc(F)cc2)cc1 | -3% | 9% | 1.4% | -19% | 9%
CN(C)C(=O)Oc1ccnc2cc(Cl)ccc12 | -5% | -2% | i | 5% | 4%
COC(=O)c1ccc(OC)c(CSc2nnc(-c3ccc(C(C)(C)C)cc3)o2)c1 | 7% | 1% | . | -8% | .
CN1CCc2c(sc(NC(=O)c3ccc4ccccc4c3)c2C(N)=O)C1 | ? | ? | 5.0% | -11% | 14%
O=S(=O)(/N=C(/Nc1cccc2ccccc12)c1ccc(F)cc1)c1ccccc1 | 5% | 17% | 2.1% | -2% | 2%
COCCNC(=O)/C(C#N)=C/c1c(N2CCN(C)CC2)nc2c(C)cccn2c1=O | 4% | -11% | i | 5% | -6%
N#Cc1ccc(COC(=O)CC(NC(N)=O)c2ccc(Cl)cc2)cc1 (stereo unspecified) | -5% | -6% | 2.0% | 0% | -7%
O=C(NCC1CCCO1)c1onc(CSc2ccc(F)c(F)c2)c1C(=O)O (stereo unspecified) | -4% | -28% | 0.0% | 2% | -3% | VEEV TC-83 Vero 10K pilot screen=1.0
CCCc1cc(=O)oc2cc(C)cc(OCC(=O)Nc3cccnc3)c12 | 36% | 4% | 2.2% | -19% | -5%
CCOC(=O)/C=C/COc1ccccc1[N+](=O)[O-] | 0% | 26% | 2.5% | 5% | -1%
C=CCOc1ccccc1OCC(O)CNC(C)C (stereo unspecified) | 1% | 8% | 1.0% | 7% | 2%
C#CCN1C=CC(=O)[C@@H](OC(=O)Nc2ccc(Cl)cc2)[C@H]1c1ccccc1Br | . | . | i | . | -19%
Cc1cccc(OCC(O)CN2CCOCC2)c1 (stereo unspecified) | -7% | 3% | i | -3% | -22%
O=C(COC(=O)Cc1cccc(C(F)(F)F)c1)NCc1ccco1 | -8% | 41% | i | . | 10%
Cc1ccsc1C(=O)NCc1ccc(F)cc1 | -7% | -16% | i | 2% | -5%
Cc1cc2ncn(-c3ncnc4sc(C)c(C)c34)c2cc1C | 5% | 20% | 6.4% | 6% | -2%
Cc1ccnc(NC(=O)c2cccs2)c1 | -5% | 0% | 0.8% | 6% | -4%
COc1ccc(NC(=O)C2COc3ccccc3O2)cc1 (stereo unspecified) | 5% | 4.4µM* | i | 0% | -15%
COc1ccc2c3n([n+]([O-])c2c1)CCN=C3c1cc(Cl)c(N)c(Cl)c1 | 67% | 57% | 1.4% | -9% | 1% | VEEV TC-83 Vero 10K pilot screen=7.6
Cc1ccc(C(=O)c2oc3nc(C)cc(C)c3c2N)cc1 | -7% | 4% | 2.2% | -16% | -8%
CC(=O)C1C(=O)c2c(cccc2[N+](=O)[O-])C1=Nc1ccccc1C (stereo unspecified) | 5% | 1% | . | -15% | .
CCCCC1CCC(c2ccc(C(N)=O)cc2)CC1 (stereo unspecified) | -3% | 76% | i | -7% | -3%
Cc1ccc(CNC(=O)c2ccc(NS(=O)(=O)c3c(C)noc3C)cc2)cc1 | -6% | 9% | 1.3% | -3% | 2%
Cc1cccc(C)c1NC(=O)C(C)N (stereo unspecified) | 39% | 4% | . | 13% | .
CC(C)(C)OC(=O)N1CCC(c2c(C(=O)O)cnn2-c2ccccc2)CC1 | -11% | 4% | 4.9% | 0% | 21%
COc1ccc(OCCN2CCOCC2)cc1 | -5% | -9% | i | 4% | 0%
CCO[C@@H]1OC(C(=O)O)=C[C@H](c2cn(C(C)=O)c3ccccc23)[C@H]1CCCO | -2% | -22% | 0.8% | 3% | -12%
COc1ccccc1CNC(=S)Nc1ccc(F)cc1 | 6% | 72% | i | -10% | -26%
Cn1ncc(C(=O)N=S(C)(=O)c2ccccc2)c1[N+](=O)[O-] (stereo unspecified) | 0% | 2% | 1.5% | -7% | 7%
O=C(NCCCN1CCOCC1)c1ccc(CNS(=O)(=O)c2ccc(F)cc2)cc1 | -2% | -3% | i | -4% | -8%
O=C1Nc2c(c(=O)[nH]c(=O)n2-c2ccc(F)cc2)C1(NS(=O)(=O)c1ccccc1)C(F)(F)F (stereo unspecified) | 10% | . | 0.1% | 3% | 9%
Cc1cc([N+](=O)[O-])cc([N+](=O)[O-])c1NCC(C)C | -5% | 0% | i | 1% | .
COc1ccc(CN(CC(O)COCc2ccccc2)S(=O)(=O)c2ccccc2Br)cc1OC (stereo unspecified) | . | . | 3.7% | . | -2%
CCOCCCN(C(=O)c1ccco1)C(C(=O)NC1CCCC1)c1ccc(OC)cc1 (stereo unspecified) | . | . | 1.7% | . | -9%
CN(c1ccccc1)S(=O)(=O)c1cccc(NC(=O)CSc2nnc(N)s2)c1 | 3% | 8% | i | -6% | 6%
c1coc(-c2nnc3sc(-c4cccs4)nn23)c1 | 8% | 9% | 0.4% | -4% | 20%
CC(Sc1nc2ccccc2c(=O)n1CCc1ccc(S(N)(=O)=O)cc1)C(=O)NC(N)=O (stereo unspecified) | 1% | 22% | 1.3% | 4% | 7%
CCCc1c(C(=O)Nc2ccc(F)cc2C)cnn1-c1ccccc1 | -7% | 18% | 3.9% | 14% | -5%
Cn1c(SCC(=O)Nc2cccc(S(=O)(=O)NC3=NCCCCC3)c2)nnc1-c1ccncc1 | 0% | -3% | 2.2% | -20% | 7%
Cc1cc(N/N=C/c2ccc(O)cc2O)nc(-c2ccccc2O)n1 | 11% | 0% | 2.3% | -7% | -6%
COc1ccccc1NC(=O)c1cc2c(CO)cnc(C)c2oc1=Nc1ccc(OC)c(OC)c1 | 14% | -6% | ? | -1% | 21%
CCN(c1ccccc1C)S(=O)(=O)c1cc2c3c(c1)CCC(=O)N3CCC2 | -3% | 22% | 1.5% | 13% | -1%
COC(=O)Cn1c(=O)c2c(nc3n2CC(C)CN3CCc2ccccc2)n(C)c1=O (stereo unspecified) | . | . | 0.4% | . | 2%
Cc1ccccc1OCc1occc1C(=O)Nc1cccc(-n2cnnn2)c1 | 4% | -2% | 2.1% | 8% | 6%
Cc1nc(N2CCN(C(=O)c3cnccn3)CC2)c2c3c(sc2n1)CC(C(C)(C)C)CC3 (stereo unspecified) | -2% | 0% | 0.3% | 1% | 6%
O=C1c2ccccc2C(=O)N1CCCOc1ccccc1 | -5% | -7% | 1.4% | -2% | 0%
O=C(Nc1nc2ccccc2[nH]1)C1CCCO1 (stereo unspecified) | -11% | -5% | 2.2% | -5% | -5%
COc1ccc(NC(=O)CSc2nc3ccncc3[nH]2)c(OC)c1 | 5% | -3% | 3.9% | 5% | 1%
CCn1cc(C(=O)N(C)Cc2ccc(OC(F)F)cc2)c(=O)c2ccc(C)nc21 | 5% | -4% | 0.7% | -5% | -25%
O=c1c2ccccc2nc2sc(Nc3cccc(Cl)c3)nn12 | 0% | -17% | i | . | -12%
N#Cc1ccccc1COC(=O)CCN=C1NS(=O)(=O)c2ccccc21 | -3% | -3% | 1.7% | . | 5%
Clc1ccccc1-c1nc(-c2cccnc2)no1 | -4% | -18% | 4.9% | 9% | 6%
O=C(NC1CCCC1)C(c1ccc(F)cc1)N(C(=O)c1csnn1)C1CCCC1 (stereo unspecified) | 0% | 4% | i | -6% | -4%
COc1ccc(/C=N/Nc2ccc([N+](=O)[O-])cc2)cc1Cn1cc([N+](=O)[O-])cn1 | 20% | 6% | 1.2% | 1% | -7%
CCOC(=O)C1C(=O)NC2(C)CC1c1cc(OC)ccc1O2 (stereo unspecified) | -2% | 0% | 1.2% | -15% | -14%

Random excerpt: 2 compounds from above
SMILES | M. tuberculosis HTS | M. tuberculosis | VEEV TC-83 Vero | PhoP GFP inhibition | influenza NS1A | others
CCOCCCN(C(=O)c1ccco1)C(C(=O)NC1CCCC1)c1ccc(OC)cc1 (stereo unspecified) | . | . | 1.7% | . | -9%
CC(=O)C1C(=O)c2c(cccc2[N+](=O)[O-])C1=Nc1ccccc1C (stereo unspecified) | 5% | 1% | . | -15% | .

Next section
SMILES | M. tuberculosis HTS | M. tuberculosis | VEEV TC-83 Vero | PhoP GFP inhibition | influenza NS1A | others
O=C1NC(=S)SC1=C1CCCCCC1 | -2% | ? | 1.2% | -16% | -1%
CCOC(=O)c1c(C)[nH]c(C(=O)COC(=O)c2c(CC)noc2C)c1C | . | . | 4.5% | . | -9%
CCOC(=O)N1CCC(NC(=O)CS(=O)Cc2nc(-c3ccc(C)cc3)oc2C)CC1 (stereo unspecified) | 1% | 4% | 3.5% | 10% | -7%
CC1=NNC(=O)C1C(c1ccccc1)C(C#N)C#N (stereo unspecified) | -7% | 8% | 2.0% | 0% | -1%
CCOCCCNC(=O)CCc1ccc(S(=O)(=O)Nc2ccc(C)cc2)cc1 | -1% | 4% | 0.7% | -2% | -3%
O=C(CSc1nc2ccccc2o1)Nc1ccccc1N1CCOCC1 | 1% | 40% | 6.2% | 0% | -3%
CC(C)CN(C(=O)COC(=O)CCc1nc2ccccc2s1)c1c(N)n(Cc2ccccc2)c(=O)[nH]c1=O | ? | -3% | 1.4% | -5% | 5%
CCc1nc(SCC(=O)Nc2ccccc2)c2c(=O)n(C)c(=O)n(C)c2n1 | -10% | 9% | 2.7% | -5% | -7%
COc1cc(NC(=O)CCN2CC(C)OC(C)C2)cc(OC)c1 (stereo unspecified) | 4% | 1% | i | 3% | 19%
Cc1ccnc(-n2c(C)cc(C=C3C(=O)N(C)C(=S)N(C)C3=O)c2C)c1 | 63% | 70% | 3.5% | -4% | -9%
CCCCCC(=O)Nc1ccc(Cc2ccncc2)cc1 | 64% | -1% | 1.8% | 4% | -10%
CCC(C)(C)NC(=O)C(c1ccc(C)o1)N(Cc1ccc2c(c1)OCO2)C(=O)c1snc(C(N)=O)c1N (stereo unspecified) | -3% | -8% | 0.6% | 17% | -4%
CSc1ncccc1C(=O)OCC(=O)N(C)C1CCS(=O)(=O)C1 (stereo unspecified) | 5% | 7% | 0.6% | -18% | -5%
Nc1ncnc2c1C(c1ccccc1)c1c(ccc3ccccc13)O2 (stereo unspecified) | 1% | 19% | i | . | 6%
CCCn1c(-c2ccc[nH]c2=O)nc2cc(C)c(C)cc21 | -1% | -4% | 0.6% | 2% | 3%

Gathered by group, those above containing an NH in an aromatic ring.
SMILES | M. tuberculosis HTS | M. tuberculosis | VEEV TC-83 Vero | PhoP GFP inhibition | influenza NS1A | others
O=C1Nc2c(c(=O)[nH]c(=O)n2-c2ccc(F)cc2)C1(NS(=O)(=O)c1ccccc1)C(F)(F)F (stereo unspecified) | 10% | . | 0.1% | 3% | 9%
O=C(Nc1nc2ccccc2[nH]1)C1CCCO1 (stereo unspecified) | -11% | -5% | 2.2% | -5% | -5%
COc1ccc(NC(=O)CSc2nc3ccncc3[nH]2)c(OC)c1 | 5% | -3% | 3.9% | 5% | 1%
CCOC(=O)c1c(C)[nH]c(C(=O)COC(=O)c2c(CC)noc2C)c1C | . | . | 4.5% | . | -9%
CC(C)CN(C(=O)COC(=O)CCc1nc2ccccc2s1)c1c(N)n(Cc2ccccc2)c(=O)[nH]c1=O | ? | -3% | 1.4% | -5% | 5%
CCCn1c(-c2ccc[nH]c2=O)nc2cc(C)c(C)cc21 | -1% | -4% | 0.6% | 2% | 3%

(next part)
SMILES | M. tuberculosis HTS | M. tuberculosis | VEEV TC-83 Vero | PhoP GFP inhibition | influenza NS1A | others
CCOc1cc(N2CCOCC2)c(OCC)cc1NC(=O)[C@H](C)NC(=O)c1ccco1 | -8% | -3% | 2.3% | 1% | 5%
CCOCC(=O)Nc1c(C(=O)OCC)oc2ccccc12 | 6% | 12% | 2.4% | -5% | 2%
COc1ccc(CCN2C(=O)N(c3ccc(OC)cc3)C(=O)C2CC(=O)Nc2ccc(OC)cc2)cc1 (stereo unspecified) | 0% | 2% | 10% | 22% | -3%
Cc1c(Cl)cccc1NC(=S)NCCN1CCOCC1 | -2% | 5% | 0.9% | -7% | -1%
CCOCCN(C(=O)c1ccccc1Cl)c1ccccc1 | -7% | 6% | 5.1% | -3% | 12%
Cc1cc(C)c(C)c(SCC(=O)Nc2oc(C)c3c(C)n[nH]c(=O)c23)c1C | -4% | 1% | 4.8% | -1% | -4%

High-throughput results (PubChem BioAssay)

Compounds were not picked by outcome (roughly 1.6% active in at least one column).
